From PubChem BioAssay
CSM14.1 death rescue: rescue of cells from ER stress-induced death, primary screen, 384-well, CSM14.1, thapsigargin, ATP luminescence (AID 1222); CSM14.1 thapsigargin-induced death rescue, ATP luminescence; higher % means a stronger effect; 190,000 tested, under 10 active; one-dose cellular ATP content (survival), % at 20 µM; EC50 in µM for titrated hits;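 active = EC50 below 50 µM in the dose-response confirmation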;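 also: death triggered by thapsigargin at about 15 µM added after 2 h compound pretreatment; cell ATP read after overnight thapsigargin exposure of roughly 18 to 22 hours; normalized against plate controls of thapsigargin alone and 5% DMSO vehicle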
Insulin prom up: MIN6 insulin promoter up-regulation; z-score at 5 µM; hit rate 0.3% among 190,000; MIN6 insulin promoter-GFP reporter, high-content imaging; stronger effect = higher value;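 active = z-score above 3 at 5 µM with at least 500 cells counted in the well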
Dynein cargo inh: dynein cargo transport inhibition | 3617.4 mouse cells, GR-EGFP nuclear translocation imaging; test concentration mostly 20 µM; stimulated with dexamethasone, 1 µM; stronger effect = lower value | hit rate 0.47% among 220,000 | z-score, hits read low;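 active = plate z-score of nuclear minus cytoplasmic receptor signal below a set negative limit, without overly bright fluorescence or cell loss, cut at about -3.5 in these data, passing the limit was not always enough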;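 also: z-score of nuclear minus cytoplasmic ring GR-EGFP intensity difference per well; some compounds called inactive have numbers as strong as hits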
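Medium: Induction medium lacking tetracycline, stripped serum | Probe or stimulus: 1.0 µM final dexamethasone stimulus | Schedule: 48 h induction, then 1 h compound, then 30 min agonist, 37 °C | Signal: Automated 10x imaging of fixed Hoechst-stained cells | Evaluation: Per-cell GR-EGFP intensity, nucleus versus surrounding cytoplasmic ring, well-averaged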
WT yeast gro inh: growth inhibition of WT yeast, mitochondrial fusion screen. mitochondrial fusion phenotypic screen, WT strain. inhibition, % at 10 µM. hit rate 2.1% among 190,000. AID 1362; in the data active = inhibition above about 58%; tested in S. cerevisiae
Autophagy HCS: modulators of autophagy. MEF GFP-LC3 puncta imaging; test concentration mostly 10 µM. calls only at 10 µM (by protocol). hit rate 0.98% among 190,000;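 active = percentage of spot-positive cells more than 3 SD above its plate mean, without a fluorescence outlier flag or 80% toxicity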;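 also: spot-positive cell cutoff set from DMSO-treated cells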
XIAP displacement: small molecules displacing peptide from XIAP – biochemical, IAP family, fluorescence polarization (AID 1018) | XIAP BIR domain, fluorescence polarization peptide displacement; higher % means a stronger effect | one-dose displacement, % at 20 µM; IC50 in µM for titrated hits | hit rate 0.007% among 200,000; in the data active = displacement above about 50%; also: a part of the inactive calls stands beside numbers as strong as those of hits
bCat nuc transl: modulators of beta-catenin nuclear translocation; HeLa beta-catenin nuclear translocation, immunofluorescence imaging; nuclear translocation activity, % at 5 µM; hit rate 0.3% among 190,000; AID 1665;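 active = nuclear translocation activity above 50% at 5 µM, with a well cell count of 50 or more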;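 also: per-cell ratio of nuclear to cytoplasmic median beta-catenin stain intensity; plate controls were DMSO negative control for no effect and GSK-3 inhibitor IX positive control for full effect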
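Assay system: human HeLa cells, native beta-catenin; doses: 5 µM primary, 0.02–20 µM confirmation; incubation: compound treatment 24 h, 37°C, 5% CO2; technique: fluorescence imaging of beta-catenin antibody stain plus DAPI; measure: % activation, nuclear-to-cytoplasmic median beta-catenin signal ratio per cell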
Lipid droplet: modulators of hepatic lipid droplet formation. AML12 mouse hepatocytes, oleate lipid droplets, BODIPY imaging. inhibition, % at 6.5 µM. hit rate 0.4% among 240,000;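 active = lipid droplet intensity inhibited by at least 50%, with more than 500 cells counted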
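Test system: AML12 mouse liver cells; schedule: overnight exposure; technique: high-content imaging of BODIPY-stained droplets and DAPI nuclei; read-out: % inhibition of corrected integrated BODIPY droplet signal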
MT stabilize HCS: microtubule stabilization, imaging screen. HeLa tubulin immunostaining HCS, 24 h; share of cells brighter than vehicle mean+2SD. % tubulin-high responders, % at 10 µM. hit rate 0.83% among 200,000. AID 2205;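 active = plate Z-score above 3 for both tubulin-high and condensed-nucleus cell shares, with cell loss under 80%, at 10 µM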;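 also: anti alpha tubulin signal scored within the nucleus-defined area of each cell; some results filed as inactive read as strong as hits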
WT yeast gro inh mutant strain: also measured in WT yeast gro inh; calls as there; inhibition, %; mitochondrial fusion phenotypic screen, mutant strain inhibition
Dynein cargo inh cytoplasmic EGFP: recorded beside Dynein cargo inh, whose call it bears; z-score; measured here: cytoplasmic GR-EGFP intensity; stronger effect = higher value
Dynein cargo inh nuclear GR-EGFP: also measured in Dynein cargo inh; calls as there; z-score; measured here: nuclear GR-EGFP intensity;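 lower value marks the stronger effect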
Dynein cargo inh cell count: also measured in Dynein cargo inh; calls as there; z-score; measured here: cell count per field
Insulin prom up cell count: further read-out of Insulin prom up, marked with its call; cell count; measured here: cytotoxicity, nuclei count;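 total cells summed across four imaged fields per well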
Lipid droplet cells 6.5 µM: also measured in Lipid droplet; calls as there; cell count; measured here: cell count, cytotoxicity flag;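 cells counted across two imaged fields per well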
bCat nuc transl cell count 5 µM: second read-out of bCat nuc transl, no call of its own (marks repeat the call); cell count; measured here: cell count, cytotoxicity flag
MT stabilize HCS Hoechst-high %: also measured in MT stabilize HCS; calls as there; % Hoechst-high responders; measured here: nuclear condensation Hoechst responders;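 share of cells brighter than vehicle mean plus two SD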
MT stabilize HCS cytotoxicity %: second read-out of MT stabilize HCS, no call of its own (marks repeat the call); toxicity, %; measured here: cytotoxicity by cell density;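 0% = mean cell density of plate MIN control wells and 100% = no cells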
Autophagy HCS cell loss 18 h: also measured in Autophagy HCS; calls as there; toxicity, %; measured here: cell loss, nuclei count;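 cell loss after 18 h compound exposure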
Starred values were filed as active, the others as inactive; i = inactive; . = no result given.

SMILES	CSM14.1 death rescue	Insulin prom up	Insulin prom up cell count	Dynein cargo inh	Dynein cargo inh cytoplasmic EGFP	Dynein cargo inh nuclear GR-EGFP	Dynein cargo inh cell count	WT yeast gro inh	WT yeast gro inh mutant strain	Autophagy HCS	Autophagy HCS cell loss 18 h	XIAP displacement	bCat nuc transl	bCat nuc transl cell count 5 µM	Lipid droplet	Lipid droplet cells 6.5 µM	MT stabilize HCS	MT stabilize HCS Hoechst-high %	MT stabilize HCS cytotoxicity %
Cc1ccc(C(=O)NC(=S)NNS(=O)(=O)c2ccc(C)cc2)cc1	-1.2%	0.03	1326	0.345	-0.244	-0.135	-0.76	55.2	44.3	i	4.4	0.5%	-0.2	544	4.6	721	2.3	2.1	5.5
CCOC(=O)C(C)Sc1nnc(NC(=O)c2ccc3c(c2)OCO3)s1 (stereo not drawn)	.	-0.08	1280	0.706	-0.248	0.488	-0.185	16.0	12.3	i	24.8	-3.6%	2.0	1122	7.1	708	1.4	2.5	6.3
Nc1nnc(CSCc2cccc(Br)c2)s1	1.2%	-0.24	1672	-0.375	-0.169	0.402	-0.653	-3.2	6.2	i	4.9	-3.0%	-4.2	1114	18.7	670	6.7	1.5	5.4
CC(=O)Nc1ccc(-c2csc(NC=C3C(=O)OC(C)(C)OC3=O)n2)cc1	-0.7%	0.13	1472	-0.184	-0.336	-0.123	-0.168	-0.6	17.6	i	2.6	-2.3%	-0.5	1492	5.0	686	3.2	3.5	5.2
COC(=O)c1ccc(CSc2ccc3nnc(-c4ccc(OC)cc4)n3n2)o1	-0.8%	-0.34	1343	-0.255	-0.151	0.0107	0.879	3.6	9.8	i	20.2	-3.7%	0.1	1064	-4.7	755	4.6	1.7	6.0
CS/C(=N\S(=O)(=O)c1cccs1)Nc1ccc(Cl)cc1	-0.1%	-0.28	1461	-0.246	-0.266	-0.37	0.435	-8.5	-2.7	i	-40.0	-12.6%	0.0	1136	-12.2	641	3.0	2.3	3.3
O=c1cc(N2CCOCC2)c2ccccc2o1	1.7%	-0.2	958	0.994	-0.168	0.87	-0.606	8.2	4.9	i	-2.3	-4.5%	.	.	2.7	770	1.0	0.9	6.0
C#C[C@]1(O)CC[C@H]2[C@@H]3CCc4cc(O)ccc4[C@H]3CC[C@@]21C	-2.2%	.	.	-0.403	-0.296	0.292	0.629	1.8	-8.9	i	22.4	-3.0%	.	.	13.6	703	15.9	5.8	34.3
CCn1c(SCC(=O)N2CCN(c3ccccc3)CC2)nnc1-c1ccncc1	4.6%	0.03	1170	-0.641	-0.162	-0.359	-1.3	-11.4	-6.9	i	-5.4	-6.0%	-1.4	1173	21.5	765	1.7	1.7	5.7
CNC(=S)N(Cc1ccc(OC)cc1)Cc1cc2cccc(C)c2[nH]c1=O	-1.3%	0.01	1401	0.25	-0.308	0.421	-0.0742	-7.3	0.6	i	4.5	-7.1%	1.1	1573	16.3	742	1.9	3.0	8.2
O=C(CN1C(=O)CC(c2ccccc2)=Nc2ccccc21)NC1CCCCC1	-1.6%	-0.13	1411	-0.27	-0.228	0.0805	0.195	-5.5	-19.5	i	-3.6	-5.3%	-0.4	1378	.	.	2.1	1.4	4.3
Cc1ccccc1-c1nc2ccccc2c(=O)n1C1CCS(=O)(=O)C1 (stereo not drawn)	-2.0%	0.22	1936	2.77	-0.168	1.51	-0.923	-1.8	-33.8	i	2.5	-5.7%	-1.0	1088	-2.6	670	2.6	1.8	7.3
Clc1ccc(CN2CCCCCCC2)cc1	-3.9%	-0.09	1637	-0.22	-0.242	-0.198	0.358	25.8	21.3	i	21.7	-3.3%	0.1	1078	13.5	595	4.0	2.3	9.9
O=C(CSc1nnc(-c2ccccc2F)n1C1CC1)Nc1ccc2[nH]c(=O)[nH]c2c1	0.8%	0.08	1525	-0.562	-0.276	-0.139	0.916	4.7	3.6	i	-21.7	-2.5%	-0.1	1544	.	.	1.6	1.7	7.8
Cc1cccc(Nc2nc3c(s2)CCCC3)c1	-2.7%	.	.	-0.504	-0.227	-0.0729	0.152	16.3	12.6	i	1.1	-3.4%	2.5	1034	-7.1	652	2.8	2.2	5.9
Cc1cccc(OCC(=O)N/N=C/c2sc(=O)n(Cc3cccc(C(=O)O)c3)c2Cl)c1	.	-0.05	1369	-0.742	-0.179	-0.282	0.658	.	.	.	.	.	-2.4	1224	12.4	652	.	.	.
O=C1CC(=C(c2ccccc2)c2ccccc2)C(=O)N1CCCN1CCN(c2cccc(Cl)c2)CC1	-2.4%	.	.	-1.45	0.234	-0.489	0.225	43.9	9.7	i	-2.9	-4.9%	-0.1	1039	-16.4	647	1.8	1.4	9.0
CCc1c(C)n([O-])c2c([n+]1=O)CCC2	.	.	.	0.376	-0.219	0.27	0.704	16.9	0.8	i	-11.4	-3.5%	.	.	2.8	647	4.2	2.6	4.8
COc1ccc(S(=O)(=O)CCC(=O)NCCc2ccc(Cl)cc2)cc1	2.6%	-1.14	1011	-0.498	0.0392	-0.377	1.01	0.2	20.2	i	3.0	-2.6%	.	.	2.5	770	1.7	0.9	7.8
O=C(Nc1cccc(Cl)c1N1CCOCC1)c1cccnc1Cl	.	-0.36	1036	1.44	-0.284	0.582	-0.517	.	.	.	.	.	1.4	1301	-18.7	727	.	.	.
C/C(CCc1ccc2c(c1)OCO2)=N\NC(=O)c1ccccc1Cl	-0.4%	0	2265	-1.01	-0.28	0.208	0.157	1.1	-13.2	i	34.1	-1.9%	-2.9	1165	13.5	632	2.5	2.7	3.5
Cn1c2ccc(F)cc2c2ncn(CCCN(CCO)CCO)c(=O)c21	1.7%	0.92	960	-0.712	0.503	-0.413	0.56	-3.3	-16.3	i	-1.8	-5.2%	-6.2	1098	-1.1	759	4.6	2.8	4.5
CCOC(=O)Cc1c(Sc2ccccc2)c2ccccc2n1C	-1.6%	-0.83	1225	0.159	0.44	0.283	-0.109	66.3*	47.2*	i	33.0	-2.8%	0.7	1046	0.6	713	4.3	3.0	6.2
COc1ccc(-c2cc(CNC(C)=O)on2)cc1	-0.8%	.	.	.	.	.	.	32.4	-7.2	i	-1.6	-4.4%	.	.	.	.	2.4	1.0	1.7
O=C(CNc1ccccc1)N/N=C/c1ccc2c(c1)OCO2	-2.8%	-0.13	1425	0.618	-0.278	0.439	-0.127	-2.3	8.8	i	-10.3	2.1%	-1.3	1060	-69.9	554	1.5	2.5	12.5
Nc1nc(SCc2ccccc2Cl)ns1	-0.1%	.	.	0.0325	-0.265	-0.616	-0.0892	-10.5	-0.3	i	-0.9	-5.0%	2.9	1132	-29.2	701	3.1	2.0	5.0

Laid out differently: 7 of the compounds above.
mol,CSM14.1 death rescue,Insulin prom up,Insulin prom up cell count,Dynein cargo inh,Dynein cargo inh cytoplasmic EGFP,Dynein cargo inh nuclear GR-EGFP,Dynein cargo inh cell count,WT yeast gro inh,WT yeast gro inh mutant strain,Autophagy HCS,Autophagy HCS cell loss 18 h,XIAP displacement,bCat nuc transl,bCat nuc transl cell count 5 µM,Lipid droplet,Lipid droplet cells 6.5 µM,MT stabilize HCS,MT stabilize HCS Hoechst-high %,MT stabilize HCS cytotoxicity %
Cc1ccc(C(=O)NC(=S)NNS(=O)(=O)c2ccc(C)cc2)cc1,-1.2%,0.03,1326,0.345,-0.244,-0.135,-0.76,55.2,44.3,i,4.4,0.5%,-0.2,544,4.6,721,2.3,2.1,5.5
CCOC(=O)C(C)Sc1nnc(NC(=O)c2ccc3c(c2)OCO3)s1 (stereo not drawn),.,-0.08,1280,0.706,-0.248,0.488,-0.185,16.0,12.3,i,24.8,-3.6%,2.0,1122,7.1,708,1.4,2.5,6.3
Nc1nnc(CSCc2cccc(Br)c2)s1,1.2%,-0.24,1672,-0.375,-0.169,0.402,-0.653,-3.2,6.2,i,4.9,-3.0%,-4.2,1114,18.7,670,6.7,1.5,5.4
CC(=O)Nc1ccc(-c2csc(NC=C3C(=O)OC(C)(C)OC3=O)n2)cc1,-0.7%,0.13,1472,-0.184,-0.336,-0.123,-0.168,-0.6,17.6,i,2.6,-2.3%,-0.5,1492,5.0,686,3.2,3.5,5.2
COC(=O)c1ccc(CSc2ccc3nnc(-c4ccc(OC)cc4)n3n2)o1,-0.8%,-0.34,1343,-0.255,-0.151,0.0107,0.879,3.6,9.8,i,20.2,-3.7%,0.1,1064,-4.7,755,4.6,1.7,6.0
CS/C(=N\S(=O)(=O)c1cccs1)Nc1ccc(Cl)cc1,-0.1%,-0.28,1461,-0.246,-0.266,-0.37,0.435,-8.5,-2.7,i,-40.0,-12.6%,0.0,1136,-12.2,641,3.0,2.3,3.3
O=c1cc(N2CCOCC2)c2ccccc2o1,1.7%,-0.2,958,0.994,-0.168,0.87,-0.606,8.2,4.9,i,-2.3,-4.5%,.,.,2.7,770,1.0,0.9,6.0
